Screens (PubChem)
FXIa inh: inhibitors of human coagulation factor XIa; P03951; inhibition, % at 5 µM; 220,000 compounds, 0.14% hits; purified FXIa, Boc-Glu-Ala-Arg-AMC fluorogenic substrate;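 active = inhibition of at least 40%; inactive = inhibition below 40%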;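 note: fluorescence of freed AMC excited at 355 nm; 0% = enzyme without compound and 100% = no enzyme blank; many of its hits are not listed in these tables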
Target sequence (P03951 19-387 limits assumed): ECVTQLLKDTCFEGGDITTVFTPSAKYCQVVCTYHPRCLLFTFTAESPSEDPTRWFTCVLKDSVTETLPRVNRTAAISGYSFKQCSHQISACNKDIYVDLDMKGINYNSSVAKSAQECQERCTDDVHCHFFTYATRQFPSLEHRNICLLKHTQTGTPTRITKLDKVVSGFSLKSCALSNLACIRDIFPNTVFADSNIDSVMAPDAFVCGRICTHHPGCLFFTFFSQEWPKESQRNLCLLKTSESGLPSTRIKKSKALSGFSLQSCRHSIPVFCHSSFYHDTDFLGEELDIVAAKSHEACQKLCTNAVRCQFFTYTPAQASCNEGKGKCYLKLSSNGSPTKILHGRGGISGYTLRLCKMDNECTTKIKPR
Target sequence (P03951 388-625 limits assumed): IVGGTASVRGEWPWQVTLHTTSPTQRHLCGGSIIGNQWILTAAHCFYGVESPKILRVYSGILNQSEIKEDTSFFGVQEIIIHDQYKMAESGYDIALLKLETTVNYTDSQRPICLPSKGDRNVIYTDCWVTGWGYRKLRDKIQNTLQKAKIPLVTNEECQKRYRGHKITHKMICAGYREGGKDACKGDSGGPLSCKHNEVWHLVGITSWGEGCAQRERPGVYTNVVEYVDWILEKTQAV
KLK5 inh: inhibitors of human kallikrein 5; Q9Y337; recombinant hK5, fluorogenic AMC substrate cleavage; inhibition, % at 5 µM; 210,000 compounds, 0.59% hits; AID 873;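 active = inhibition of 40% or more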;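 note: 0% = enzyme controls without compound and 100% = no-enzyme blanks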
Target sequence (Q9Y337 67-293 limits assumed): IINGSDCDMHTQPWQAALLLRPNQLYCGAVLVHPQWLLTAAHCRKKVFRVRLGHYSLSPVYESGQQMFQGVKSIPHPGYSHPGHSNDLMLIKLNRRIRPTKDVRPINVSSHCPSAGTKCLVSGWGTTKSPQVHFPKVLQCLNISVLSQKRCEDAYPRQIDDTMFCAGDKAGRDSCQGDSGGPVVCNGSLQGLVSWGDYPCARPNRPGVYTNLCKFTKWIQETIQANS
L929 necroptosis: L929 zVAD cell death inhibition | L929 zVAD necroptosis rescue, ATP luminescence, 24 h; with zVAD 60 µM | viability rescue, % at 10 µM | 220,000 compounds, 0.38% hits;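 active = activation, scaled between plate controls, above about 75%, limit read from the data; inactive = activation under that limit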;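 note: 0% = zVAD with DMSO and 100% = DMSO alone without zVAD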
Hck-Nef inh: inhibitors of human Hck kinase activated by Nef | P08631 | Recombinant Hck-YEEI plus Nef, Z-Lyte FRET kinase assay | inhibition, % at 20 µM | 220,000 compounds, 0.68% hits;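 active = Hck-Nef kinase inhibition above about 50%, limit read from the data; inactive = inhibition below that limit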;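 note: 0% = DMSO with Hck plus Nef and 100% = Hck alone without Nef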
FXIIa inh: blocks human coagulation factor XIIa protease activity; 220,000 compounds, 0.3% hits; purified FXIIa, Boc-QGR-AMC fluorogenic substrate, 2 h; P00748; inhibition, % at 5 µM; in the data active = inhibition above about 40%;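 note: 0% = enzyme with no compound and 100% = blank without enzyme; many of its hits are not listed in these tables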
KCC2 mod: modulates chloride dependent transport by human KCC2; Q9H2X9; KCC2 cells, thallium flux FluoZin-2 fluorescence; B-score of Tl+ flux slope (higher = more flux/activation; lower = inhibition) at 10 µM; 190,000 compounds, 2.2% hits;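 active = thallium flux slope and its plate-corrected score both differing from the plate sample mean at a set confidence after two filtering rounds, in either direction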;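 note: slope of fluorescence scaled to starting intensity during 10 to 20 s after thallium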
Thrombin inh: thrombin (human) inhibition; P00734; alpha-thrombin, Boc-VPR-AMC fluorogenic substrate cleavage; inhibition, % at 5 µM; 220,000 compounds, 0.26% hits; AID 1046;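 active = inhibition at or above 40%; inactive = inhibition below 40%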;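 note: 0% = enzyme with no compound and 100% = wells without enzyme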
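System – human alpha-thrombin · Medium – pH 7.5 Tris (50 mM) with NaCl 150 mM, Tween 20 0.05% · Compound – single-point dosing at 5 µM, 0.2% DMSO · Incubation – enzyme reaction carried out at room temperature · Technique – fluorescence of released AMC, ex 355 nm, em 460 nm · Read-out basis – % inhibition of thrombin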
Rad51 HR inh: blocks human Rad51 in homologous recombination | hRad51 DNA strand exchange, fluorescence dequenching | inhibition, % at 10 µM | 200,000 compounds, 0.085% hits | AID 1385;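 active = inhibition above 40% at the single screening dose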;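 note: 0% = DMSO control wells and 100% = blanks with heterologous ssDNA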
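System: human Rad51 nucleoprotein filaments preassembled on unlabelled ssDNA. Reagent: labelled 47-mer dsDNA for strand exchange. Schedule: 30-min compound preincubation and 15-min exchange, both room temperature. Measured by: FRET fluorescence dequenching, excitation 485 nm, emission 520 nm. Read-out: Fluorescence-based percent inhibition, control- and blank-normalised. Benchmarks: plate controls and plate blanks.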
TNF necrop inh: blocks TNF-alpha induced death of Jurkat FADD-/- cells; Jurkat FADD-/- TNF necroptosis rescue, ATP luminescence, 24 h; 0 = TNF only, 100 = no-TNF cells; 220,000 compounds, 0.068% hits; activation (protection from cell death), % at 10 µM;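 active = activation, meaning protection from cell death, of at least 50% relative to plate controls; inactive = activation below 50%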;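 note: necroptosis triggered by 40 ng/mL TNF-alpha added together with compound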
* marks the source's active call; other numbers are inactive results; · = not tested or not shown; & = joins results of further samples. A portion of the library, so the mix of outcomes need not match the whole.

SMILES	FXIa inh	KLK5 inh	L929 necroptosis	Hck-Nef inh	FXIIa inh	KCC2 mod	Thrombin inh	Rad51 HR inh	TNF necrop inh
CSc1ncc(CN2CCCC(C(=O)c3ccccc3SC)C2)cn1 (centres undefined)	-3	0	-0.1	20	5	-0.13	-3	-3	-1.2
Cc1ccc(C)c(NC2=NCCCS2)c1	-9	-2	-0.2	1	-5	0.06	-2	-3	1.1
CC(Cc1ccccc1)[n+]1cc(/N=C(\N)[O-])on1 (centres undefined)	3	4	1.6	2	21	·	8	10	-0.1
CCCCn1c(=O)c(C=Nc2ccc(Cl)cc2)c(O)n(Cc2ccco2)c1=O	-1	-10	·	6	4	-1.1	0	17	-4.3
C1=C(c2c[nH]c3ccccc23)CCN(Cc2ccccc2)C1	0	0	1.7	24	9	0.43	-7	10	1.8
CC(=O)Nc1nc(CCl)cs1	6	-7	2.9	29	3	-0.64	-7	-11	0.4
Cc1c(C=C2C(=O)NC(=O)NC2=O)c(=O)n(-c2ccccc2)n1C	-2	6	0.7	16	3	-1.2	-13	-8	0.7
C=CCn1c(O)c(C=NCCN2CCNCC2)c(=O)[nH]c1=O	5	-2	-0.8	-24	13	-0.094	-2	-5	0.2
Cn1ccnc1P(=S)(c1nccn1C)N1CCOCC1	6	-13	-0.3	1	23	·	-6	-3	-2.0
CN1CCN(c2ccc([N+](=O)[O-])cc2Cl)CC1	-6	3	0.6	26	4	·	-7	-5	1.4
CCCCOCCCN1C(C)=CC(=C2C(=O)NC(=S)NC2=O)C=C1C	7	-5	-0.3	-5	8	0.96	-1	-15	0.2
O=C1/C(=C\c2ccc([N+](=O)[O-])cc2)N2CCC1CC2	9	-12	0.1	3	20	1.1	-4	8	3.6
CCOC(=O)Cn1cc([N+](=O)[O-])nc1[N+](=O)[O-]	-6	-7	-0.4	0	-3	-1.7	-3	5	-4.4
COc1ccc(CC2(CCc3ccncc3)C(=O)NC(=O)NC2=O)cc1	-4	-3	7.5	24	5	-0.069	-7	5	0.3
Cc1ccc(S(=O)(=O)NP(=O)(Oc2ccccc2)Oc2ccccc2)cc1	3	-18	0.6	-2	11	0.58	3	2	0.6
CC1CCCCN1CC(=O)c1ccc2cc[nH]c2c1 (centres undefined)	-6	12	0.8	-1	8	0.0019	-7	·	-0.3
O=C(Nc1ccccc1)NC1CC2CCC(C1)N2 (centres undefined)	-6	-7	1.4	4	5	1.2	-9	-1	1.0
CCCCCCn1c(O)c(C=NCCN2CCOCC2)c(=O)[nH]c1=O	5	-2	·	-6	7	-0.024	2	·	-1.9
COc1cc(CN2CCCC(C(=O)c3sccc3C)C2)cc(Cl)c1O (centres undefined)	-3	0	0.1	13	5	0.12	-5	5	3.1
Cc1cc(C(=O)CN2CCCC2)c(C)n1-c1ccc(F)cc1	-6	-1	-0.2	22	5	0.2	-4	-9	0.6
CCc1nc2ccccc2c(=O)n1-c1ccc2ccccc2c1	-3	-21	0.2	-2	20	·	-11	-1	-0.9
c1ccc2c3c([nH]c2c1)C1(CCNCC1)NCC3	12	5	0.9	6	7	1.4	1	13	4.1
O=C(CSC1c2ccccc2-c2ccccc21)N/N=C/c1ccccc1C(=O)O	-2	4	33	15	6	0.039	-7	-28	0.1
N#CC1(c2ccccc2)CCN(C2CC(=O)N(c3cccc(F)c3)C2=O)CC1 (centres undefined)	0	16	0.7	18	8	·	0	·	-0.2
CCCCCCC(=O)c1c(O)n(-c2ccccc2OC)c(=O)[nH]c1=O (tested in a mixture with another compound)	0	-2	0.5	16	12	0.3	5	28	-0.6
COc1cc(C2SCC(=O)Nc3c2c(=O)[nH]n3C2CCCCCC2)cc(OC)c1OC (centres undefined)	3	5	0.2	-1	29	·	1	1	0.7
CCOC(=O)c1nc2ccccc2c(=O)n1-c1ccc(C)cc1C	2	15	0.4	0	6	-1.4	19	-5	-1.2
Cn1c(N2CCNCC2)nc2ccccc21	-3	4	-0.3	-12	10	·	-4	-2	-0.5
COC1C(OC(=O)c2ccc(C)[nH]2)C(O)C(Oc2ccc3c(O)c(NC(=O)c4ccc(O)c(CC=C(C)C)c4)c(=O)oc3c2Cl)OC1(C)C (centres undefined)	2	1	0.5	55*	3	-0.93	-3	14	2.5
Cc1ccc2c(c1)C1CN(C)CCC1N2C(=O)Nc1cccc(Cl)c1 (centres undefined)	2	-2	0.9	0	17	0.52	-1	-1	9.0

Quoted at random: 4 compounds from above, in no set order.
SMILES	FXIa inh	KLK5 inh	L929 necroptosis	Hck-Nef inh	FXIIa inh	KCC2 mod	Thrombin inh	Rad51 HR inh	TNF necrop inh
CCCCCCn1c(O)c(C=NCCN2CCOCC2)c(=O)[nH]c1=O	5	-2	·	-6	7	-0.024	2	·	-1.9
COC1C(OC(=O)c2ccc(C)[nH]2)C(O)C(Oc2ccc3c(O)c(NC(=O)c4ccc(O)c(CC=C(C)C)c4)c(=O)oc3c2Cl)OC1(C)C (centres undefined)	2	1	0.5	55*	3	-0.93	-3	14	2.5
c1ccc2c3c([nH]c2c1)C1(CCNCC1)NCC3	12	5	0.9	6	7	1.4	1	13	4.1
CCc1nc2ccccc2c(=O)n1-c1ccc2ccccc2c1	-3	-21	0.2	-2	20	·	-11	-1	-0.9

(more compounds)
SMILES	FXIa inh	KLK5 inh	L929 necroptosis	Hck-Nef inh	FXIIa inh	KCC2 mod	Thrombin inh	Rad51 HR inh	TNF necrop inh
Cc1cc(Br)ccc1N1C(=O)CC(=O)NC1=O	2	-6	2.3	11	5	0	0	0	0.4
COC(=O)C(c1ccccc1)N1CCCCCC1 (centres undefined)	-4	-6	0.4	3	9	-0.048	1	1	-0.3
CNC(=O)c1cccn(Cc2ccc(C(F)(F)F)cc2)c1=O	4	6	64	17	8	-0.0051	-3	7	-7.5
O=C1NC(=O)C(CCc2ccncc2)(Cc2cccc(Cl)c2Cl)C(=O)N1c1ccc(Br)cc1 (centres undefined)	-7	8	3.6	0	-7	0.19	-13	1	-2.1
Cc1ccccc1-n1c(O)c(/C=N/Nc2nc3c(c(=O)n(C)c(=O)n3C)n2C)c(=O)[nH]c1=S	-2	-57	0.7	3	2	-0.037	-9	-17	1.1
CCN1CCN(c2ccc(NC(C)=O)cc2Cl)CC1	-5	-3	36	17	4	-0.7	-6	13	0.8
CCN(CC)c1ccc(N=Cc2c(O)n(Cc3ccccc3)c(=O)[nH]c2=O)cc1	-4&4	-1&-4	0.2	-1&-7	-15&13	-1.6&-0.15	-11&-1	-68	-0.3&0.2
O/N=C1/C(=C\c2ccccc2)N2CCC1CC2	-8	-3	0.1	0	12	0.16	0	-2	0.0
O=C(Cc1ccccc1)N1CCN(CC2CC=CCC2)CC1 (centres undefined)	-3	7	0.2	15	12	0.55	0	·	0.0
CC(C)OC(=O)C1C2c3ccccc3C(c3ccccc32)C1C(=O)O (centres undefined)	2	-1	0.5	16	9	0.3	-1	·	-0.1
COc1ccc(-c2cc(=NCCCCCC(=O)O)c3cc(C)ccc3o2)cc1	-15	-53	0.6	-6	-37	-1.3	-19	20	-0.2
CCOC(=O)CC(NC(=O)C(Cc1ccc(N(CCCl)CCCl)cc1)NC(C)=O)C(=O)OCC (centres undefined)	-5	-3	-2.5	19	10	-0.068	3	-14	-14
O=[N+]([O-])/C=C1\NCCN1Cc1ccc(Cl)nc1	0&10	-2&-12	4.3&0.7	22&5	9&14	-0.31&0.65	-9&-4	26&5	0.0&1.8
COc1cc(C(CN)CC(=O)O)ccc1O (centres undefined)	4	-2	-0.1	11	11	·	0	3	-1.6
CCC(CO)(C(=O)OC1C[N+]2(C)CCC1CC2)c1ccccc1 (centres undefined)	-2	-27	1.6	6	7	0.081	2	1	-0.1
C=CCn1c(O)c(/C=N/N2CCOCC2)c(=O)[nH]c1=S	-16	-10	-0.5	-1	1	0.071	-9	-11	-0.4
COc1ccc(-n2c(O)c(C(C)=NCC3CCCO3)c(=O)[nH]c2=O)cc1 (centres undefined)	2	-4	1.2	-21	4	0.16	-4	15	5.5
CC(C)OP(=O)(OC(C)C)C(O)c1ccc(Br)cc1 (centres undefined)	9	-26	-0.5	1	14	-0.18	0	·	1.0
C=CCn1c(=O)c(C=Nc2cccc([N+](=O)[O-])c2)c(O)n(CCCC)c1=O	5	5	0.2	3	20	-0.45	5	-49	-15
CC(C)COC(=O)c1ccccc1C(=O)OCC(C)C	4	3	-0.4	23	10	0.22	3	5	2.2
O=c1[nH]c(=O)n(-c2cccc3ccccc23)c(O)c1/C=N/N1CCCCC1c1cccnc1 (centres undefined)	4	-4	1.2	2	12	-0.47	0	-60	2.8
O=C1c2cccc3cccc(c23)C(=O)N1/N=C/c1c(O)n(-c2ccccc2)c(=O)[nH]c1=O	-3	2	2.0	8	1	-1.3	2	8	-0.4
CCN(CC)c1ccc(/C=C2\C(=O)NC(=O)N(Cc3ccco3)C2=O)cc1	9	-26	0.7	5	9	-0.69	0	-62	-0.2
COC(=O)C(C)Oc1cc(C)cc2oc(=O)c3c(c12)CCC3 (centres undefined)	1	-25	0.1	1	19	-0.48	3	3	-7.8
Cc1cc(/C=C2\C(=O)NC(=O)N(c3ccc(F)cc3)C2=O)c(C)n1-c1ccc(C(=O)O)cc1	-3	-4	6.8	19	4	0.56	-3	-4	0.7
O=c1[nH]c(=S)n(C2CC2)c(O)c1C=NCc1ccc(F)cc1	0	-3	0.0	-11	5	-0.57	1	7	1.8
O=c1c2ccccc2nc(-c2ccco2)n1-c1cccnc1	-10	-19	-0.2	0	6	0.64	-9	-3	-3.6
COCC(C)OC(=O)c1c(N)n(Cc2ccco2)c2nc3ccccc3nc12 (centres undefined)	-14	-155	0.6	32	-14	-1.3	-8	-25	-1.2
CCn1c(O)c(/C=N/NC(=O)c2ccccc2)c(=O)[nH]c1=S	2	-21	0.7	15	6	-2.4	-6	-3	3.2
Cn1c(O)c(C=NC2CCCCCC2)c(=O)[nH]c1=S	1	-22	1.7	12	21	1.8	4	0	1.8
Cc1ccc2c(c1)CC1(CN2C)C(=O)NC(=O)N(CCc2ccccc2)C1=O (centres undefined)	-6	0	0.2	-3	-3	-0.15	-7	-4	-0.8
O=S(=O)(c1ccc(Cl)cc1)N1CCCC1c1cccnc1 (centres undefined)	-4	1	0.0	0	4	-0.65	-9	-9	0.2
Cc1nc2ccccc2c(=O)n1-c1cccc(O)c1	-1	-9	-1.5	12	8	0.3	-3	-1	-0.3
COC(=O)N(C)c1ccc(C(O)(C(=O)OC)C(F)(F)F)cc1 (centres undefined)	5	-9	1.0	3	12	1	-6	11	0.8
Cc1c(C=O)c2ccccc2n1Cc1ccc(F)cc1	-4	-4	-0.2	21	1	-1.2	-4	·	0.7
COc1ccc(N2C(=O)CC(N3CC=C(c4ccccc4)CC3)C2=O)cc1 (centres undefined)	-5	-4	1.1	-3	14	-0.52	-3	-1	0.9
CC(=NCCc1c[nH]c2ccccc12)c1c(O)n(Cc2ccccc2)c(=O)[nH]c1=O	3	-1	0.9	1	1	0.91	-1	·	-6.9
CC(=O)N1N=C2C3CCN(CC3)C2C1c1ccc(C)cc1 (centres undefined)	25	-4	·	-12	9	0.27	4	0	-0.8
Cc1ccc(Cn2nnnc2CN2CCC(n3nnc4cc(C(F)(F)F)ccc43)CC2)cc1	7	1	0.9	1	10	-0.48	-3	-9	-6.9
